# TcdB GH inh = inhibitors of Clostridioides difficile toxin B glycohydrolase; TcdB glycohydrolase enzymatic assay, plate reader; inhibition, % at 9.99 µM; 0.24% of 350,000 active; in the data active means inhibition above about 10%
# Target sequence (P18177 whole entry, looked up): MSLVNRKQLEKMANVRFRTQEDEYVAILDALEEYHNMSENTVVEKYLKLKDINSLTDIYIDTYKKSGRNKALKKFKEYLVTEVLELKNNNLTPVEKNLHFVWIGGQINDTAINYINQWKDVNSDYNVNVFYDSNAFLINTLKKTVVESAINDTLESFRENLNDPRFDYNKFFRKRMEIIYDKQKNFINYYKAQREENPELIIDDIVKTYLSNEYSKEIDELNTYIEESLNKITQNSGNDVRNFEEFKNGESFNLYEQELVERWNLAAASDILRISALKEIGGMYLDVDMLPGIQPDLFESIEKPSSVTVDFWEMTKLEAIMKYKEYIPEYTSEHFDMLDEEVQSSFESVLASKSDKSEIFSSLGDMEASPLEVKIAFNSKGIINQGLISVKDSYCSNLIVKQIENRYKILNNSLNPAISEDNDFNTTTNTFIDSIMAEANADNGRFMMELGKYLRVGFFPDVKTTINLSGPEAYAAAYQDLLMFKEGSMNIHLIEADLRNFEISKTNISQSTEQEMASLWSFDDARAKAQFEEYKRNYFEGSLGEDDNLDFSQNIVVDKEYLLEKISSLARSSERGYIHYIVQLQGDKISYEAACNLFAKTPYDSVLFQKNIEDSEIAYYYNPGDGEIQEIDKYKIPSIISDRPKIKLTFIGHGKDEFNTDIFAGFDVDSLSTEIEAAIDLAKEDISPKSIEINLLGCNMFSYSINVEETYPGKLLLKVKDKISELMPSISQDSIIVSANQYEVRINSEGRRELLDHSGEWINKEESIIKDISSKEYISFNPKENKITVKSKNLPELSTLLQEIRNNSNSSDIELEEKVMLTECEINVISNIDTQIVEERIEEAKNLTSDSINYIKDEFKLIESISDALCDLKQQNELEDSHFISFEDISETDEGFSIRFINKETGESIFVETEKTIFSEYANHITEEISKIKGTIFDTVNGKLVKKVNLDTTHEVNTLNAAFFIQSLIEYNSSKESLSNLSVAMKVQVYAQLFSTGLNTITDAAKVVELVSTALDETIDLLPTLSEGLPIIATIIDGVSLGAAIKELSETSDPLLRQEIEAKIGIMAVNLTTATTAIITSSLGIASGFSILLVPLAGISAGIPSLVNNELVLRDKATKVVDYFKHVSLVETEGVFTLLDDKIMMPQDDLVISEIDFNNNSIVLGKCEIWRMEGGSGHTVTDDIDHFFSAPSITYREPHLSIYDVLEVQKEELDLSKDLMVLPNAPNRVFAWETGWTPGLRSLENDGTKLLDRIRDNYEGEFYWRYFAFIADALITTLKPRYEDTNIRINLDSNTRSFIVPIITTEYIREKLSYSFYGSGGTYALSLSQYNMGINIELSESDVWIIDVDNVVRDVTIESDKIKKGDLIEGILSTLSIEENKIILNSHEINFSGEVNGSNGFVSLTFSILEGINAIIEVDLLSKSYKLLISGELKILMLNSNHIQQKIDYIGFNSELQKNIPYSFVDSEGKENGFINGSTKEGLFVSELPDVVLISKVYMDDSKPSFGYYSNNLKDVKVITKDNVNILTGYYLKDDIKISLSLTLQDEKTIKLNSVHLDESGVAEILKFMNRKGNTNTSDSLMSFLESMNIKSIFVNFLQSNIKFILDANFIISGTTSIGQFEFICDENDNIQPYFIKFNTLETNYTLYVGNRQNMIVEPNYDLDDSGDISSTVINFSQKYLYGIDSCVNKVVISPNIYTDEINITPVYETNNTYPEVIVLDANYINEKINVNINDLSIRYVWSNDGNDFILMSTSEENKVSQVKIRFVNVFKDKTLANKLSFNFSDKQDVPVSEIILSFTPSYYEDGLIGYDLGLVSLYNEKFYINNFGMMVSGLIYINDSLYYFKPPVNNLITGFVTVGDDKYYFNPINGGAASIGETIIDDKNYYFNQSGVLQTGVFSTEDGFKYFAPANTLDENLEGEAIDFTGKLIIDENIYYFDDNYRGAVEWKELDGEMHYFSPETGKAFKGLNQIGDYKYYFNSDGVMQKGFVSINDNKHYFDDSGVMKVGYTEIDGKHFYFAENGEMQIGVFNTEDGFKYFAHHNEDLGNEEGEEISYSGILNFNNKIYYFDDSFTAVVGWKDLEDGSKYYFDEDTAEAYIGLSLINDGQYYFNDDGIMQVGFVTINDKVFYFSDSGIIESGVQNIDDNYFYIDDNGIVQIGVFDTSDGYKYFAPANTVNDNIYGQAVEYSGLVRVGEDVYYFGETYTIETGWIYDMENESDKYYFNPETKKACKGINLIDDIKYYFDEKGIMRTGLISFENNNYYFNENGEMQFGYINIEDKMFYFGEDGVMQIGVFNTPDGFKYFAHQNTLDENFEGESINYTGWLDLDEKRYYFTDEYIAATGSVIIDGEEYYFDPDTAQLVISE
# FBA Mtb inh = inhibits M. tuberculosis FBA enzyme; P9WQA3; purified M. tuberculosis FBA, fluorescence read-out; inhibition, % at 1 µM; 2.3% of 360,000 active; AID 588726; in the data active means inhibition above about 27%;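 further: 0% = vehicle and 100% = reference inhibitor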
# UGM FP inh = inhibitors of M. tuberculosis UDP-galactopyranose mutase | purified UGM, fluorescence polarization probe displacement | 0.06% of 320,000 active | P9WIQ1 | inhibition, % at 10 µM; in the data active means inhibition above about 10%, passing the limit was not always enough
# Y pestis TopoI = blocks Yersinia pestis topoisomerase I activity | Y. pestis Topo-I cleavage product accumulation, plate reader | AID 504884 | activity, % at 10 µM | 0.064% of 360,000 active; in the data active means activity above about 50%, passing the limit was not always enough; further: inactives centre near 2
# GDH-TPI inh = inhibits GDH-TPI coupling enzymes, artifact for Mtb FBA screen. GDH-TPI coupled enzyme counterscreen, NADH absorbance. inhibition, % at 4.8 µM. AID 588335. 1.2% of 360,000 active; in the data active means inhibition above about 30%;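 further: 0% = DMSO wells and 100% = wells lacking the enzyme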
# PfHsp40 rescue = rescue of PfHsp40-mediated yeast toxicity; S. cerevisiae expressing PfHsp40, growth rescue, ATP luminescence; growth rescue, % at 12.5 µM; 0.68% of 340,000 active; AID 504582; in the data active means growth rescue above about 28%, passing the limit was not always enough;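 further: yeast W303a lacking pdr1 and pdr3 grown in galactose medium; growth measured after three days at 30 °C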
# BioA inh = blocks M. tuberculosis BioA enzyme activity; purified M. tuberculosis BioA enzyme, plate reader; inhibition, % at 9.99 µM; 0.096% of 360,000 active; AID 602481; in the data active means inhibition above about 40%
# Vc quorum ag = inducers of Vibrio cholerae quorum light production without autoinducers | V. cholerae BH1578 lux reporter, luminescence, 6 h | activation, % at 18.7 µM | 0.16% of 350,000 active; in the data active means activation mostly above about 9.7%, no sharp cut-off; further: not every result past the cut was called active; inactives centre near 0; reference of the scale not given here
# FadD28 FP inh = inhibitors of Mycobacterium tuberculosis FadD28 bisubstrate binding | FadD28 bisubstrate probe binding, fluorescence polarization | 0.22% of 360,000 active | inhibition, % at 12.5 µM; in the data active means inhibition above about 8.5%, passing the limit was not always enough
# * = called active by the depositor; i = inactive; / = no result given.
no.	mol	TcdB GH inh	FBA Mtb inh	UGM FP inh	Y pestis TopoI	GDH-TPI inh	PfHsp40 rescue	BioA inh	Vc quorum ag	FadD28 FP inh
1	COc1ccc(OC)c(C2C(C#N)=C(N)N(N(C)C)C3=C2C(=O)CC(C)(C)C3)c1 (configuration not stated)	-1.8	3	-3.4	1	10	1.0	/	-0.9	-1.8
2	CN(C)CC/C=C1\c2ccccc2Sc2ccc(Cl)cc21	2.9	5	4.2	2	4	1.1	2.7	4.2	-3.4
3	O=C(Nc1ccc2c(c1)C(=O)c1ccccc1-2)c1ccccc1	-1.0	-3	/	1	6	-0.3	0.0	i	-2.3
4	CC1=CC(=O)N(c2cccc(C(F)(F)F)c2)C1c1ccc(Cl)cc1 (configuration not stated)	/	2	1.3	28	-2	0.4	19	-0.5	-3.4
5	COc1ccc(/C=N/NC(=O)c2ccccc2O)cc1Cn1nnc2ccccc21	2.5	-1	-0.1	6	25	0.6	1.2	-0.2	-4.9
6	Cc1nnsc1C(=O)Nc1ccccc1	/	1	0.0	-3	-2	-0.3	/	0.0	-2.8
7	Cc1cc(C)cc(N2C(=O)CC(N(C(=O)c3ccco3)c3cc(C)cc(C)c3)C2=O)c1 (configuration not stated)	/	-6	3.7	4	-6	-1.0	-0.9	-0.3	-3.9
8	CCCc1cc(C(=O)NNC(=S)NC2CCCCC2)cs1	0.3	2	0.4	6	2	17	-2.2	5.3	-0.4
9	Cc1occc1C(=O)N1CCCc2ccccc21	/	3	1.5	-1	11	-1.6	0.3	0.7	-2.2
10	CC(=O)Nc1cccc(NC(=O)c2cc(-c3ccccn3)nc3ccc(Cl)cc23)c1	0.1	0	-1.0	0	-2	3.1	-1.8	-0.2	-3.8
11	O=S(=O)(c1cc(Cl)ccc1Cl)n1cccn1	-6.2	1	-1.7	-4	-4	-0.9	/	-0.2	0.0
12	CCN(CC)S(=O)(=O)c1ccc(-c2nnc(SCC(=O)Nc3cc(OC)cc(OC)c3)o2)cc1	/	4	-0.7	0	-8	-0.4	-1.3	-0.3	-3.4
13	O=S1(=O)N=C(Nc2ccc(N3CCOCC3)cc2)c2ccccc21	/	5	3.7	6	13	-0.6	-0.6	i	-1.0
14	CCOc1cc(/C=C2\N=C(C)OC2=O)cc(Cl)c1OCC(=O)OC	0.9	0	0.2	-4	6	1.0	-1.2	i	-0.8
15	CSCCC1NC2(C(=O)Nc3c2ccc(Cl)c3C)[C@@H]2C(=O)N(C3CCCC3)C(=O)[C@H]12 (some centres not stated)	1.4	0	2.1	14	5	1.4	1.0	-0.4	-1.6
16	O=C(NCCc1ccccc1Cl)c1ccc2nc3ccccc3c(=O)n2c1	-2.4	7	1.9	2	12	-0.2	-2.9	i	-1.9
17	CC1Cc2cc(S(=O)(=O)CCC(=O)N3CCN(c4ccccc4)CC3)ccc2N1C(=O)C1CC1 (configuration not stated)	0.2	-3	1.7	23	4	-0.4	1.5	0.5	2.1
18	Cc1ccc2c(c1)N(C(=O)CCC(=O)N1CCN(c3ccccn3)CC1)CCO2	1.4	9	-1.1	12	6	-0.2	-0.1	-0.2	0.4
19	CCc1ccc(C(=O)OCC(=O)N(CCOC)c2c(N)n(Cc3ccccc3)c(=O)[nH]c2=O)cc1	3.5	0	0.2	7	1	-0.5	0.6	-1.2	-2.2
20	CCOC(=O)C1=CCC2c3c(c4ccccc4n3C)C(=O)C1N2C(=O)OC(C)(C)C (configuration not stated)	0.8	4	3.5	10	5	0.5	3.5	i	-1.4
21	CCc1nccn1CCC(=O)NC1CC(C)(C)Cc2c1cnn2-c1ccc(OC)cc1 (configuration not stated)	-3.6	0	-0.7	-1	0	-1.4	2.0	-5.9	-2.6
22	Cc1ccc(OCC(=O)NNC(=O)[C@@H]2CCCC[C@@H]2C(=O)O)c(Br)c1	1.5	1	-1.2	2	6	-0.2	0.2	i	0.6
23	C#CCNC(=O)C1=C[C@@H](c2ccc(Br)cc2)[C@H](CCCO)[C@@H](OCC)O1	-0.2	0	3.3	12	-7	0.4	0.8	-0.9	-1.3
24	O=C(CCN1CCc2ccccc2C1)Nc1ccccc1	/	0	-1.1	6	7	0.4	1.9	-0.3	0.6
25	CC(O)c1nc2ccccc2n1CC(=O)Nc1ccc(F)cc1Cl (configuration not stated)	3.0	0	0.0	-1	-4	-0.8	/	i	0.1

# Compounds from the list above with a furan ring, fused or not, in the order listed:
no.	mol	TcdB GH inh	FBA Mtb inh	UGM FP inh	Y pestis TopoI	GDH-TPI inh	PfHsp40 rescue	BioA inh	Vc quorum ag	FadD28 FP inh
7	Cc1cc(C)cc(N2C(=O)CC(N(C(=O)c3ccco3)c3cc(C)cc(C)c3)C2=O)c1 (configuration not stated)	/	-6	3.7	4	-6	-1.0	-0.9	-0.3	-3.9
9	Cc1occc1C(=O)N1CCCc2ccccc21	/	3	1.5	-1	11	-1.6	0.3	0.7	-2.2

# Individual results from the results shown.
# For Y pestis TopoI, no. 2 has 2
# For Vc quorum ag, no. 5 has -0.2
# For GDH-TPI inh, no. 16 has 12
# For FBA Mtb inh, no. 13 has 5

# Remaining list, next part:
no.	mol	TcdB GH inh	FBA Mtb inh	UGM FP inh	Y pestis TopoI	GDH-TPI inh	PfHsp40 rescue	BioA inh	Vc quorum ag	FadD28 FP inh
26	Cc1ccc([C@H]2N[C@]3(CCCN(CC4CCCCC4)C3=O)[C@H]3C(=O)N(Cc4ccccc4)C(=O)[C@@H]23)cc1	0.3	-2	/	25	-6	/	0.8	-1.1	-1.8
27	Cc1onc(-c2ccccc2Cl)c1C(=O)OCN1C(=O)c2ccccc2C1=O	/	-2	2.1	17	-8	-0.5	4.3	-0.5	-4.3
28	N/C(Cc1ccc(Cl)cc1Cl)=N\OC(=O)c1ccccc1	-0.6	-2	-0.6	-2	0	1.2	/	i	-2.5
29	O=C1[C@H]2[C@@H](c3ccc(Cl)cc3)N3C(=O)N(c4cccc(F)c4)C(=O)[C@@]3(Cc3ccccc3)[C@H]2C(=O)N1C1CCCCC1	-0.4	-1	-1.2	-9	3	0.8	23	-0.4	-2.8
30	Nc1nnc(SCC(=O)OCC(=O)NC2CCCCC2)s1	1.6	-2	-1.4	4	0	0.4	-0.9	-0.5	0.2
31	CC1CCCC(C)N1C(=S)NCc1ccco1 (configuration not stated)	-1.1	1	1.0	2	-3	0.6	/	-0.7	-0.3
32	CCC1CCC(C)N(N=O)C1 (configuration not stated)	1.6	2	/	-3	-1	0.0	/	i	0.6
33	O=C(Nc1ccc([N+](=O)[O-])cc1Cl)c1cccc([N+](=O)[O-])c1	-1.2	-4	/	1	10	/	1.5	i	-4.1
34	COCCn1c(SCC(=O)NCc2cccs2)nnc1-c1ccc(OC)cc1	0.3	-1	-1.6	13	-2	-0.1	3.8	-0.9	-2.2
35	COc1ccc(Br)cc1CNCCc1ccc2c(c1)OCO2	0.9	0	-0.5	8	-6	0.4	/	-0.1	-2.5
36	CC(C)(C)C(=O)Cn1c(=O)n(-c2ccc(F)cc2F)c(=O)c2sccc21	0.1	-1	-0.6	-10	5	0.6	2.3	i	-3.9
37	CC(C)NC(=O)CCS(=O)(=O)c1cccc2nonc12	/	1	2.5	-7	-3	0.8	-0.5	/	-0.7
38	O=C(NC1=NCCS1)C1CCCCC1	-1.4	-1	-4.9	7	-2	-1.1	-5.0	i	-1.9
39	CCn1nnc(-c2ccccc2NC(=O)c2cc(OC)cc(OC)c2)n1	1.4	-1	2.3	2	-7	-0.1	-0.6	i	-3.6
40	CCCCc1ccc(-c2nc(-c3ccncc3)no2)cc1	/	-1	-1.4	-3	2	-0.4	-2.1	0.3	-1.8
41	O=C(NCCCN1CCCC1=O)c1nnc(Cc2c(F)cccc2Cl)o1	/	0	-0.1	-4	-12	0.1	-0.2	i	2.2
42	COc1cc(C)c(Br)cc1S(=O)(=O)N1CCCC1	/	2	1.2	5	-7	-1.0	0.7	-1.1	-5.6
43	CCOC(=O)C1=C(COC(=O)c2cccnc2SC)NC(=O)NC1C (configuration not stated)	3.2	-3	0.1	0	7	0.2	1.8	i	-4.7
44	COc1ccc(N2C(=O)CC(NCc3ccc(F)cc3)C2=O)cc1 (configuration not stated)	/	1	1.6	-12	-5	0.1	0.2	i	-2.6
45	O=C(NCC(=O)N1CCN(Cc2ccccc2)CC1)c1ccc(Br)o1	-8.4	0	2.3	8	0	1.1	1.8	-1.2	-2.2
46	CCN(CC)c1ccc(/C=N/Nc2nc3ccccc3[nH]2)c(O)c1	/	4	-1.8	-16	19	158*	-2.1	/	-5.1
47	Cc1ccccc1NC(=O)CSc1nc2n(n1)CCCCC2	/	-2	-0.1	1	4	-0.5	-1.6	0.6	-1.0
48	O=C(CCC(=O)c1ccc(F)cc1)NC1CCCN(Cc2ccccc2F)C1 (configuration not stated)	-0.2	0	-1.0	6	5	-0.5	-0.8	-0.6	0.1
49	O=C(c1cccc(-n2cccc2)c1)N1CCN(S(=O)(=O)c2ccccc2)CC1	1.9	1	-1.7	24	9	-0.8	/	10	-0.6
50	CCCCN(C(=O)COC(=O)c1nc2nc(C)cc(C)n2n1)C1CCS(=O)(=O)C1 (configuration not stated)	-0.2	1	-3.5	1	3	-1.4	0.7	i	-0.6
51	O=C(Nc1ccc(F)cc1)Nn1cnnc1	-0.1	1	0.1	-6	-7	-2.1	-0.5	-0.6	-2.8
52	COC(=O)C[C@H](NC(=O)Cn1cnc2c(OCc3ccccc3)ncnc21)C(=O)OC	1.4	0	-2.6	3	-1	-1.4	0.1	i	0.6
53	COc1cccc(CN2CCN(C(=O)c3cccc4ccccc34)CC2)c1	0.9	-2	0.2	25	-7	-0.5	2.4	-0.4	-2.6
54	CC(C)(C)OC(=O)N/N=C/c1ccc(Br)cc1	0.6	-4	-2.3	-4	2	0.6	/	-0.4	0.1
55	CC1(C(=O)NS(=O)(=O)c2cccc(Cl)c2)CCN1C(=O)c1cccc2ccccc12 (configuration not stated)	-1.6	-3	/	5	-3	/	-0.8	i	-2.9
56	NC(=O)c1ccsc1NC(=O)CCS(=O)(=O)c1ccc(Cl)cc1	1.9	3	/	0	6	5.3	0.2	-4.0	-1.7
57	CN(CC1COc2ccccc2O1)C(=S)Nc1ccccc1F (configuration not stated)	/	-1	1.1	12	6	0.1	/	-0.2	-2.4
58	O=[N+]([O-])c1ccccc1/C=C/C=N/n1c(-c2cc(-c3ccccc3)n[nH]2)n[nH]c1=S	0.7	0	-2.8	2	7	2.2	/	-0.8	-4.4
59	O=C1C=C(NCc2ccccc2)CCC1	1.6	1	-1.5	-4	5	-1.0	0.5	-0.4	-1.3
60	Cc1cccc(-n2cccc2)c1C#N	/	-3	0.5	3	-2	0.8	0.4	i	-2.2
61	COc1cc2c(cc1OC)C1=CC(=O)C(=O)N1C(C)(C)C2	1.6	5	-3.8	3	7	0.0	/	0.3	1.3
62	O=C(/C=C/c1ccccc1)OCc1cncs1	0.1	1	1.9	7	-8	1.0	-1.6	i	-2.9
63	Cc1ccc(S(=O)(=O)Nc2ccc(C(=O)N3CCOCC3)cc2)cc1	-2.3	0	-0.8	-3	-1	-0.3	-1.4	-0.3	-4.6
64	CCCn1nnc(NC(=O)c2ccccc2Cl)n1	0.7	-4	-2.3	-4	5	-1.5	10	i	-3.4
65	COCCCNC(=O)CSc1nc2ccccc2c(=O)n1CCc1ccc(S(N)(=O)=O)cc1	0.7	32*	-1.6	15	0	-0.1	-0.2	-3.4	-0.6
66	Cc1ccc(-n2cc(-c3ccccc3)c3c(N4CCN(C)CC4)ncnc32)cc1	4.8	3	0.1	17	-1	-0.3	/	-2.4	-2.2
67	CC1(C)C2CCC1(C)C(NC(=O)/C=C/c1ccccc1)C2 (configuration not stated)	0.9	5	1.2	9	5	-0.9	/	-0.4	-3.1
68	CC1(C)CC(=O)C(C=NCCO)=C(O)C1	/	10	-0.7	-5	7	-0.2	-1.6	0.0	-0.3
69	Cn1c(SCC(=O)Nc2cc(S(=O)(=O)N3CCOCC3)ccc2N2CCOCC2)nnc1-c1ccncc1	0.7	3	1.6	2	-5	0.4	/	i	-0.9

# Looked up one by one from the list above, two records:
no.	mol	TcdB GH inh	FBA Mtb inh	UGM FP inh	Y pestis TopoI	GDH-TPI inh	PfHsp40 rescue	BioA inh	Vc quorum ag	FadD28 FP inh
52	COC(=O)C[C@H](NC(=O)Cn1cnc2c(OCc3ccccc3)ncnc21)C(=O)OC	1.4	0	-2.6	3	-1	-1.4	0.1	i	0.6
64	CCCn1nnc(NC(=O)c2ccccc2Cl)n1	0.7	-4	-2.3	-4	5	-1.5	10	i	-3.4
